Screening results (PubChem BioAssay)
UPR XBP1 act: activators of adaptive XBP1 UPR arm, primary screen, cell-based, CHO-XBP1 luciferase reporter, luminescence, uHTS | AID 463104, 2010 | IRE1-XBP1 UPR activation; percent of tunicamycin response, DMSO as zero | 330,000 tested, 0.33% active | activation, % at 20 µM;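 active means versus positive control, 20 µM dose yields 30% or more activation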;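 further: 100% = tunicamycin at 10 µg/mL and 0% = DMSO only wells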
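Assay system: CHO-XBP1 luciferase reporter cells; Schedule: 6 h treatment, 37 °C; Detection: glow luminescence from Steady-Glo reagent; Benchmarks: high control tunicamycin 10 µg/mL final, low control DMSO vehicle only.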
tim23-1 inh: growth inhibitors of tim23-1 mutant yeast, primary screen, luminescence, uHTS; inhibition, % at 20 µM; S. cerevisiae tim23-1 growth, BacTiter-Glo luminescence, 24 h; AID 463212, 2010; 330,000 tested, 1.3% active;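 active means growth inhibition of the mutant yeast at or above 50%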;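 further: temperature-sensitive mutant grown at 25 °C; plate controls were DMSO-treated mutant yeast for no effect and medium wells lacking yeast for full effect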
NLRP3 yeast inh: NALP3 inflammasome inhibitors in reconstituted yeast, primary screen, luminescence, uHTS; 330,000 tested, 0.39% active; Yeast reconstituted NLRP3/ASC/caspase-1, beta-gal luminescence, 24 h; inhibition, % at 10 µM; AID 2825, 2010;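 active means inhibition of 50% or more; inactive means inhibition below 50%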;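 further: plate controls were induced DMSO wells for no effect and uninduced yeast grown without galactose for full effect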
Mdm2-MdmX inh: inhibitors of human Mdm2-MdmX association, primary screen, cell-based, luminescence, split luciferase, SaOS-2, uHTS | Protein Mdm4 (Homo sapiens) + E3 ubiquitin-protein ligase Mdm2 (Homo sapiens), … | SaOS-2 split-luciferase Mdm2/MdmX complementation | inhibition, % at 8 µM | 330,000 tested, 3% active | AID 485346, 2010;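 active means inhibition of at least 50% at 8 µM in the primary screen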
APJ ag: agonists of human apelin receptor APJ, primary screen, CHO-K1 cells, PathHunter beta-arrestin, luminescence; P35414; 0% DMSO wells, 100% apelin; activation, % at 20 µM; 330,000 tested, 0.11% active;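 active means activation more than six SD over the plate average, tested at 20 µM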;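 further: 0% = DMSO alone and 100% = apelin-13 at 10 nM; some results filed as inactive read as strong as hits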
Target sequence (P35414 whole entry, looked up): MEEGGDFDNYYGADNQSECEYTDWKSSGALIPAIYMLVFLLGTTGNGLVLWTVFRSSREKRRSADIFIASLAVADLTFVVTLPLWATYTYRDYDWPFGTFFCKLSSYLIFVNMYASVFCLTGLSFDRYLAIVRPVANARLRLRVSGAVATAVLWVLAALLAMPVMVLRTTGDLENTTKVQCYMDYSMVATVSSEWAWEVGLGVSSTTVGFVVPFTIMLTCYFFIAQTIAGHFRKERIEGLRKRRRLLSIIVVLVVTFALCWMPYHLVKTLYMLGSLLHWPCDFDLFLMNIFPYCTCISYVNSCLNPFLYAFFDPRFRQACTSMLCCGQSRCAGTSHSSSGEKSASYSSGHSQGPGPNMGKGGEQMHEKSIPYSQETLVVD
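Test system: CHO-K1 APJ beta-arrestin complementation cell line | Compound: Single test compound dose, 20 µM final, 1% DMSO | Incubation: Compound 90 min 25 °C, reagent 1 h | Measured by: beta-gal luminescence | Read-out basis: APJ–arrestin association signal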
TIM10 inh: growth inhibitors of isogenic TIM10 control yeast, primary screen, counter-screen for tim10-1 yeast inhibitor project, luminescence, uHTS | inhibition, % at 10 µM | AID 463195, 2010 | S. cerevisiae TIM10 strain growth, BacTiter-Glo luminescence, 24 h | 330,000 tested, 1.4% active;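 active means inhibition of 40% or more at the single tested concentration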;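 further: wild-type TIM10 isogenic control strain grown at permissive 25 °C; 0% = DMSO yeast wells and 100% = minimal medium wells without yeast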
tim10-1 inh: growth inhibitors of tim10-1 mutant yeast, primary screen, luminescence, uHTS; S. cerevisiae tim10-1 ts strain growth, BacTiter-Glo, 24 h; inhibition, % at 20 µM; 330,000 tested, 2.2% active; AID 463190, 2010;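 active means inhibition of at least 40%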;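 further: mutant grown at 25 °C; 0% = DMSO wells with yeast and 100% = wells holding no yeast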
UPR CHOP act: activators of apoptotic CHOP UPR arm, primary screen, cell-based, CHO-CHOP luciferase reporter, luminescence, uHTS; UPR activation; percent of tunicamycin response over DMSO baseline; activation, % at 10 µM; AID 449763, 2010; 330,000 tested, 0.34% active;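 active means at 10 µM dose, activation of 40% or more, normalized to positive control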;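 further: 100% = tunicamycin at 10 µg/mL and 0% = DMSO alone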
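measured by = luciferase luminescence | assay system = CHO-CHOP cells, stable luciferase reporter of PERK-eIF2a-CHOP signalling | amount = 500 reporter cells seeded per well | timing = 6 h compound exposure at 37 °C after overnight seeding | controls = positive tunicamycin 10 µg/mL, negative DMSO alone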
GRIN3A LBD mod: binders of NR3A ligand-binding domain, primary screen, biophysical, differential scanning fluorimetry, uHTS; Glutamate receptor ionotropic, NMDA 3A (GRIN3A) ligand-binding domain; NR3A LBD differential scanning fluorimetry, Tm shift; 0% = protein alone, 100% = glycine-bound protein; Tm shift relative to glycine control, % at 25 µM; 340,000 tested, 2.5% active; AID 1259313, 2017;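 active means melting temperature shift of at least 10% of the positive control shift, at one fixed dose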
Numbers without * were called inactive; · = no result given. An unsorted share of the library, and some 8.2% of all compounds hit somewhere here.

cpd | compound | UPR XBP1 act | tim23-1 inh | NLRP3 yeast inh | Mdm2-MdmX inh | APJ ag | TIM10 inh | tim10-1 inh | UPR CHOP act | GRIN3A LBD mod
1 | Cc1cccc(NC(=O)COc2ccc(/C=N\n3cnnc3)cc2)c1 | -1 | 15 | 1 | -42 | -2 | 3 | 0 | -0.7 | -1
2 | COc1ccc(C2NC(c3ccc(OC)cc3)C([N+](=O)[O-])C(C)(C)C2[N+](=O)[O-])cc1 (stereo not drawn) | -3 | 21 | 14 | 10 | -5 | 13 | 7 | -2.6 | -1
3 | CCc1nnc(NS(=O)(=O)c2ccc(N/C=C\C(=O)c3ccc(F)cc3)cc2)s1 | 0 | 16 | 11 | 0 | -3 | 15 | 9 | -0.5 | -6
4 | O=[N+]([O-])c1ccc(COc2ccccc2/C=N/O)cc1 | 1 | 12 | 6 | -10 | -1 | 22 | 17 | 4.4 | -3
5 | CCCC(=O)NC(=S)Nc1sc2c(c1C(N)=O)CCC2 | -1 | 0 | 15 | -32 | -3 | 3 | 9 | 2.7 | -3
6 | COc1ccc(CCNc2ccc(C(=O)O)cc2[N+](=O)[O-])cc1OC | 9 | -1 | 8 | -10 | -4 | 17 | 19 | 0.0 | -1
7 | COc1ccc(Br)c(OC)c1C(=O)NC(=O)Nc1nc(C)cc(C)n1 | -1 | 5 | -12 | -12 | 1 | 3 | 4 | 0.6 | -2
8 | CC(C)OC(=O)c1c2nc3ccccc3nc2n2c1[nH]c(=O)c1ccccc12 | -4 | 32 | -4 | 60* | -2 | 8 | 23 | 11 | ·
9 | Cc1n[nH]c(=O)c2c(NC(=O)CSc3nnc(-c4ccco4)n3C)oc(C)c12 | 2 | -6 | 1 | -11 | -4 | 2 | 3 | 2.7 | -1
10 | COCCNC(=O)Cc1c(C)c2c(cc(C)c3c(C(C)(C)C)coc32)oc1=O | 15 | 35 | 5 | 67* | -3 | 10 | 15 | 4.6 | -1
11 | O=C(CCCOc1ccc(Br)cc1)NNC(=O)c1ccncc1 | 0 | -4 | 7 | 21 | -2 | -10 | -2 | 0.4 | 1
12 | COc1ccc(COc2ccc3c(C)cc(=O)oc3c2)cc1 | -2 | 37 | 29 | -105 | -2 | 18 | 20 | 7.7 | 4
13 | C#CCNc1ccc([N+](=O)[O-])cc1 | 2 | 3 | -13 | 2 | -5 | 28 | 26 | -0.1 | -1
14 | O=C(NCc1ccc2c(c1)OCO2)c1cc(F)c(F)cc1Cl | 0 | 11 | 10 | 9 | 4 | 0 | -8 | 3.0 | -3
15 | O=C(COc1ccc2c(c1)oc(=O)c1ccccc12)N[C@@H](Cc1c[nH]c2ccccc12)C(=O)O | -3 | -8 | 16 | -1 | -1 | 5 | -9 | 0.3 | -7
16 | Cc1ccc(OCC(=O)O/N=C(\N)c2ccccn2)cc1 | 7 | 15 | 45 | -92 | -3 | 23 | -13 | 3.5 | 0
17 | CCCOc1ccc(N2C(=O)CC(N3CCC(c4nc5ccccc5o4)CC3)C2=O)cc1 (stereo not drawn) | -3 | 18 | 7 | 13 | -1 | 22 | 16 | -2.2 | ·
18 | COC(=O)c1cc(NS(=O)(=O)c2ccc(NCc3cccnc3)c(N)c2)cc(C(=O)OC)c1 | -1 | 8 | 8 | 11 | -1 | 15 | 4 | 0.4 | -14
19 | CCn1c(SCC(=O)Nc2ccc(OCc3ccccc3)cc2)nnc1-c1ccco1 | 1 | 5 | 9 | 23 | -5 | 9 | 20 | 0.9 | -7
20 | CC(=O)c1c(-c2ccccc2)c2cc([N+](=O)[O-])ccc2[nH]c1=O | -2 | 4 | 4 | 5 | 7 | 6 | -9 | -0.4 | 4
21 | COc1ccc(C(=O)Cn2nnc(-c3ccccc3NC(=O)C3CCCCC3)n2)cc1 | -2 | 21 | 13 | 21 | 0 | 2 | 18 | -1.5 | -7
22 | C=CCn1c(C)nnc1SCC(=O)Nc1ccccc1C(=O)NC1CC1 | -1 | -16 | 8 | 23 | -3 | 5 | -15 | 0.7 | 0
23 | CC(=O)Nc1ccc(S(=O)(=O)N2CCC(C(=O)NCc3cccnc3)CC2)cc1 | -2 | -5 | 5 | 11 | -9 | -4 | 2 | -0.8 | 1
24 | Cc1ccc(OCc2ccc(C(=O)NCC3CCCO3)cc2)cc1 (stereo not drawn) | 2 | -3 | 25 | -6 | -1 | 11 | -2 | 1.4 | -2
25 | CC1CCCCN1C(=O)CN(C)S(=O)(=O)c1cccc2nsnc12 (stereo not drawn) | -4 | 13 | 4 | 11 | -1 | 4 | 16 | 1.3 | -2

Overlap with the part before: two entries, followed by the next part.
cpd | compound | UPR XBP1 act | tim23-1 inh | NLRP3 yeast inh | Mdm2-MdmX inh | APJ ag | TIM10 inh | tim10-1 inh | UPR CHOP act | GRIN3A LBD mod
24 | Cc1ccc(OCc2ccc(C(=O)NCC3CCCO3)cc2)cc1 (stereo not drawn) | 2 | -3 | 25 | -6 | -1 | 11 | -2 | 1.4 | -2
25 | CC1CCCCN1C(=O)CN(C)S(=O)(=O)c1cccc2nsnc12 (stereo not drawn) | -4 | 13 | 4 | 11 | -1 | 4 | 16 | 1.3 | -2
26 | O=S(=O)(Cc1ccccc1)N1CCNCC1 | -3 | 0 | 18 | -5 | 0 | 3 | -23 | 2.8 | -1
27 | CCN(CC(=O)Nc1ccc2c(c1)OCCO2)C(=O)CN1C(=O)NC(C)(c2ccc(C)cc2)C1=O (stereo not drawn) | -4 | -9 | 10 | 21 | -3 | 5 | 0 | 1.4 | -3
28 | c1ccc(CN2CCN(CCOCCOc3cccc4ccccc34)CC2)cc1 | -2 | 13 | 31 | 16 | -2 | 18 | 25 | -0.5 | 0
29 | Cn1c(/N=C/c2ccccc2[N+](=O)[O-])nc2ccccc21 | -2 | 11 | 18 | -4 | -1 | -5 | 5 | 1.5 | -2
30 | CC(=O)c1ccc(OCc2cc(C(=O)N(C)Cc3ncc(C)[nH]3)no2)cc1 | 0 | 6 | -1 | 2 | -4 | -4 | -4 | -0.9 | 1
31 | Cc1coc2c(C)c3oc(=O)c(CCC(=O)NCCC(=O)O)c(C)c3cc12 | 8 | -3 | 1 | -20 | -4 | -10 | 5 | 0.0 | -1
32 | COc1cc(F)ccc1S(=O)(=O)N1CCN(c2ccccc2)CC1 | -2 | 31 | 38 | -19 | -1 | -1 | 22 | -1.0 | 0
33 | COc1ccccc1S(=O)(=O)Cc1ccc(C(=O)NCc2ccccc2)o1 | -1 | 9 | 8 | -12 | -3 | -5 | 19 | 1.9 | 2
34 | CN(Cc1ccccc1)S(=O)(=O)c1cccc2nsnc12 | 0 | 18 | 18 | 9 | 0 | -15 | 16 | -2.5 | 0
35 | CC(=O)c1cccc(NC(=O)c2cc(-n3cnnc3)ccc2Cl)c1 | 0 | -3 | 0 | 6 | -5 | -12 | 4 | -1.3 | 1
36 | CC(NC(=O)c1cn(C(C)c2ccccc2F)nn1)c1ccncc1 (stereo not drawn) | -2 | 6 | 11 | -4 | 1 | 1 | 4 | 0.1 | 8
37 | COC(=O)c1ccc(CNC(=O)C2CCC(=O)N(Cc3ccccn3)C2)cc1 (stereo not drawn) | -2 | -19 | -4 | 22 | 1 | -2 | -10 | 0.6 | -2
38 | O=C(CNC(=O)Cc1ccccc1)NCC(=O)OCC(=O)c1cccc2ccccc12 | -3 | 4 | -3 | 15 | -3 | 1 | 14 | 1.0 | 12*
39 | Nc1ccccc1OCCOc1ccccc1N | 2 | 8 | 1 | -14 | 0 | 13 | 13 | 1.5 | -2
40 | COc1cccc(-c2ccc(NC(=O)C3CCCN(Cc4cnc(C)s4)C3)cc2)c1 (stereo not drawn) | -5 | 20 | 23 | 13 | 7 | 10 | 20 | 1.6 | -1
41 | COc1ccc2nc(N/C(=N/S(=O)(=O)c3cccs3)c3ccccc3Cl)sc2c1 | -1 | 35 | 3 | -18 | -3 | 16 | 19 | 3.5 | -10
42 | Cc1ccc2nc(SCC(=O)Nc3cccc(Cl)c3)nc(=O)n2c1 | 0 | -3 | 9 | 2 | -2 | 0 | 0 | 2.1 | 1
43 | O=C(c1ccccc1NS(=O)(=O)c1ccc2c(c1)OCCO2)N1CCOCC1 | -1 | 2 | 20 | -7 | 0 | 1 | -2 | -0.8 | 2
44 | C=CCOC(=O)COc1ccc2c(C)c(C)c(=O)oc2c1 | 0 | 26 | -11 | 6 | 0 | 17 | 22 | 0.6 | -2
45 | O=C(C[n+]1ccc(/C=N/O)cc1)NC(=O)Nc1ccccc1 | -1 | 2 | 4 | -23 | -2 | 21 | 0 | -1.3 | 0
46 | Cc1[nH]c2ccccc2c1C(=O)CNc1nccs1 | -3 | 9 | -9 | 9 | -4 | 10 | 15 | 2.2 | -1
47 | COc1ccc(CCNC(=O)c2ccc(N(C)S(=O)(=O)c3ccc(C)cc3)cc2)cc1 | 1 | 26 | 23 | 5 | -3 | -15 | 8 | -1.9 | -3
48 | CCN(CC)CCN(C(=O)c1ccc(C(C)=O)cc1)c1nc2ccc(Cl)cc2s1 | -1 | 9 | 11 | -1 | -6 | 4 | 24 | 2.6 | 0
49 | Cc1cc(C)c(NS(=O)(=O)c2ccc(Cl)c(C(=O)O)c2)c(C)c1 | 1 | -9 | 20 | -17 | -3 | 10 | 4 | -1.1 | -1
50 | C/C(=N\OC(=O)NC(C)C)c1sc(-c2ccccc2)nc1C | 4 | 29 | 37 | -19 | -2 | 20 | 31 | 4.8 | 1
51 | Cc1cc(Br)c(OCC(=O)NN)c2c1CCC2 | 2 | 27 | -4 | 4 | -1 | 20 | 25 | 0.3 | -2
52 | CCN(CC(=O)Nc1ccccc1C(F)(F)F)C(=O)Cc1ccc2c(c1)CCC2 | -2 | 26 | 11 | 27 | -6 | 12 | 34 | 0.1 | -2
53 | CC(C)(Oc1cccc2ccccc12)C(=O)O | 5 | -1 | 5 | -10 | -3 | 0 | 5 | -0.6 | -2
54 | CC1(C)Cc2c(c(=S)nc(-c3ccccc3)n2CCO)CO1 | -2 | -12 | 22 | 7 | -2 | -8 | -20 | -0.3 | 0
55 | O=C(NCc1nnc(SCC(=O)N2CCCc3ccccc32)o1)c1c(F)cccc1Cl | 7 | 17 | 10 | 7 | -2 | 17 | 28 | 1.7 | 0
56 | CCOC(=O)C(CCc1nnc(N)s1)C(=O)OCC | 0 | 5 | -19 | -5 | 1 | 10 | 13 | -1.5 | -4
57 | CC(=O)N1c2ccc(S(=O)(=O)NCCC(=O)Nc3ccc(OC(F)(F)F)cc3)cc2CC1C (stereo not drawn) | -1 | 2 | 8 | 14 | 0 | -7 | 7 | 0.5 | -2
